Screening results deposited in PubChem BioAssay by National Center for Advancing Translational Sciences (NCATS).
AmpC no deterg: blocks E. coli AmpC beta-lactamase in detergent-free assay. Potency, µM (doses to about 57.1 µM), for inactives: at the top dose activity change, negative = inhibition, most hits filed as inhibitors. actives 0.52% (n = 330,000). P00811. AmpC nitrocefin hydrolysis, absorbance 480 nm, 0.0001% Triton;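 also: potency is read from the fitted curve at half-maximal effect; plate controls were no compound for no effect and no enzyme for full effect; nearly all actives have a fitted effect of over 20% in size; some results filed as inactive show a strong effect at the top dose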
Target sequence (P00811 whole entry, looked up): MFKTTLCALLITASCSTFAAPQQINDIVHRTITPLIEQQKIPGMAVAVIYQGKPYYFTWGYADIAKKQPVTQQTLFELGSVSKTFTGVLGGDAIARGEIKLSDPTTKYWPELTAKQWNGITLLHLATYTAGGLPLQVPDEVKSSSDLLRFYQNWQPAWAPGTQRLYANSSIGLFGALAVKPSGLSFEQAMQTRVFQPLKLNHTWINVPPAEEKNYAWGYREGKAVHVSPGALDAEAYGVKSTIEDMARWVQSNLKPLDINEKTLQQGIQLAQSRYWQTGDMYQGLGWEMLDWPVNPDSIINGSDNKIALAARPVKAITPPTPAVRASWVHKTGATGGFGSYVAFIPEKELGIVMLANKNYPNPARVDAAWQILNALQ
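AmpC (5.3 nM in the dispensed reagent) in 20 mM phosphate pH 7.0 with 0.01% (detergent screen) or 0.0001% Triton X-100 was preincubated with compounds for 15 min at room temperature. Nitrocefin was then added from an 800 uM solution, and hydrolysis was followed at 480 nm.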
TbPYK inhibitor: T. brucei pyruvate kinase inhibition | Q57TT1 | TbPYK enzyme, Kinase-Glo Plus ATP luminescence, 45 min | Potency, µM (top dose mostly 76.8 µM), without a hit: at the highest dose activity, negative = inhibition, actives largely listed as inhibitors | actives 0.12% (n = 410,000) | AID 624173; also: potency is read from the fitted curve at half-maximal effect; nearly all actives have a fitted effect of over 50% in size
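ADP (130 uM final) triggers the TbPYK reaction after compound addition; incubation is 45 min at room temperature. Kinase-Glo Plus is then added and luminescence imaged. Normalized data are fitted to concentration-effect curves.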
HCMV inh: human cytomegalovirus inhibition | AID 1259415 | actives 4.5% (n = 410,000) | activity change, negative = inhibition, % at 57.5 µM | HFF cells, HCMV-luciferase reporter, 72 h; hits give low values; in the data active = activity change below about -60%; inconclusive = no clear call, values can overlap the other calls; inactive = above about -39%
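Inhibition of viral replication was scored as loss of reporter luminescence in HFFs infected with HCMV-luciferase (MOI 1 PFU/cell) for 72 h; compounds tested at 2 doses, normalized to buffer and Salinomycin controls.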
Sm TGR block: blocks Schistosoma mansoni thioredoxin glutathione reductase; Q962Y6; purified TGR, DTNB reduction, TNB absorbance 405 nm; Potency, µM (titrated, usually from 114 µM), inactives show at the top dose activity change, negative = inhibition, hits mostly inhibitors; actives 3% (n = 360,000); also: potency is read from the fitted curve at half-maximal effect; nearly all actives have a fitted effect of over 60% in size
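First, TGR (20 nM dispensed) and NADPH were mixed with compound. Second, a 15 min room-temperature incubation followed. Third, further NADPH and then DTNB were added to start the reaction. Finally, TNB absorbance was monitored kinetically.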
AMA1 RON2 block: disrupts binding of P. falciparum AMA1 to RON2 | AlphaScreen AMA1-biotinylated RON2 peptide binding | Potency, µM (doses to about 58.2 µM), for the others: top-dose activity change, negative = inhibition, usual class: inhibitors | actives 0.2% (n = 360,000) | AID 720542;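 also: potency is read from the fitted curve at half-maximal effect; 0% = vehicle wells and -100% = peptide control; nearly all actives have a fitted effect of over 45% in size; some results filed as inactive show a strong effect at the top dose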
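AMA1 (3D7) with his tag at 25 nM final met compounds first, then biotinylated RON2 peptide at 25 nM; detection used donor plus acceptor beads, 10 µg/mL apiece, read by AlphaScreen after 30 min at room temperature.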
AmpC inh detg: blocks E. coli AmpC beta-lactamase in detergent assay. P00811. AmpC hydrolysis of nitrocefin, absorbance 480 nm, 0.01% Triton. Potency, µM (highest dose often 114 µM), without a hit: at the highest dose activity change, negative = inhibition, usual class: inhibitors. actives 0.041% (n = 370,000). AID 485294;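 also: potency is read from the fitted curve at half-maximal effect; 0% = no-compound wells and -100% = no-enzyme wells; nearly all actives have a fitted effect of over 25% in size; some results filed as inactive show a strong effect at the top dose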
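20 mM phosphate pH 7.0 + 0.01% (detergent screen) or 0.0001% Triton X-100; 5.3 nM AmpC reagent; cpd preinc 15 min RT; nitrocefin (800 uM stock) to start; A480 q20 s × 4 min; Activity was normalised to no-enzyme and no-compound control wells.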
LmPK inhibitor: blocks Leishmania mexicana pyruvate kinase activity. actives 0.37% (n = 290,000). purified LmPK, Kinase-Glo ATP luminescence, 1 h. AID 1721. Potency, µM (top dose mostly 57.5 µM), inactives show at the top dose activity change, negative = inhibition, most hits filed as inhibitors. Q27686; also: potency is read from the fitted curve at half-maximal effect
Target sequence (Q27686 whole entry, looked up): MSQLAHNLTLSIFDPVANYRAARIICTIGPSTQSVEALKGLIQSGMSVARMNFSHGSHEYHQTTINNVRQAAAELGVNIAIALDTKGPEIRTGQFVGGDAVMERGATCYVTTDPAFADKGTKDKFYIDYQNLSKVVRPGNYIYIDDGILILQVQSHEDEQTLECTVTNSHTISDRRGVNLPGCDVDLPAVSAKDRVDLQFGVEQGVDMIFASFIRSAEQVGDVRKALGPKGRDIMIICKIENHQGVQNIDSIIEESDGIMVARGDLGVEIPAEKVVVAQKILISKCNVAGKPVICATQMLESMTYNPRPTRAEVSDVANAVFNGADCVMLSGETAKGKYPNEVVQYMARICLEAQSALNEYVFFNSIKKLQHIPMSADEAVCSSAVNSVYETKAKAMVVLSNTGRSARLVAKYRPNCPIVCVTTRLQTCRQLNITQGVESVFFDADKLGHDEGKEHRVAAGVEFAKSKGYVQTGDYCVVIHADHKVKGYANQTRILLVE
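Screened at intermediate enzyme activity to detect both inhibitors and activators: LmPK at 0.1 nM, with a 0.5 nM enzyme column as activation reference. PEP 0.5 mM, ADP 0.1 mM; ATP detected by luminescence after 1 h.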
Active calls of the source: *; ? = inconclusive; nt = not tested or not shown; [ ] = another dose, or the depositor's remark. Unless noted, calls follow the shape of the dose curve; as a rule, active = well fitted curve in the direction sought with a large enough effect; inconclusive = small, poorly fitted or top-dose-only effect, or another doubt; inactive = no such curve, though single readings can be large; an effect the other way counts as inactive or inconclusive. Unless noted, % is scaled to controls: 0 for no effect and ±100 for the full control effect.

Fields – AmpC no deterg	TbPYK inhibitor	HCMV inh	Sm TGR block	AMA1 RON2 block	AmpC inh detg	LmPK inhibitor
CCc1nn(CCCC(=O)N2CCN(c3cccc(OC)c3)CC2)c(=O)c2cc3occc3n12
 : nt	3%	46	-5%	nt	-1%	nt
C#CCN1C=CC(=O)[C@@H](OC(=O)Nc2ccccc2Br)[C@H]1c1ccccc1Br
 : nt	-2%	?	nt	-3%	nt	nt
CCc1nccn1S(=O)(=O)c1ccc(OC)c(OC)c1
 : -13%	-3%	?	-26%	0%	-11%	7%
Cc1ccc(CNC(=O)COc2ccc3c(c2)CCC3)cc1
 : 23%	-4%	-30	4%	13%	8%	1%
O=C1NC(CCO)C(=O)NC1CCO (centres undefined)
 : nt	-6%	5	nt	-9%	nt	nt
COc1ccc(NC(=O)COC(=O)c2ccc(Br)o2)cc1OC
 : -12%	5%	36	-4%	-8%	-23%	1%
C#CCOc1c(/C=C\c2nc(O)c([N+](=O)[O-])c(=O)[nH]2)cc(Br)cc1OC
 : -39%	-1%	-15	35µM*	-3%	-11%	-1%
O=C(Nc1nccs1)C1CCN(S(=O)(=O)c2ccccc2)CC1
 : -22%	-11%	?	-4%	-3%	-12%	-3%
CN(C)S(=O)(=O)N1CCC(N2CCN(Cc3ccc(F)cc3)C(=O)C2=O)CC1
 : nt	1%	15	8%	nt	-1%	nt
CCOC(=O)c1sc(NC(=O)C2CCCO2)c(C(=O)OCC)c1C (centres undefined)
 : -28%	nt	nt	8%	nt	8%	0%
O=C(CSc1ccc2nnc(-c3cccnc3)n2n1)Nc1ccc(F)cc1
 : -8%	-13%	5	-10%	-16%	-2%	-2%
CC(=O)c1ccc(OC(=O)Cc2cccc3ccccc23)cc1
 : -19%	0%	8	10%	0%	-10%	6%
CCC1CCCCN1CC(=O)Nc1ccc2c(c1)OCCO2 (centres undefined)
 : -15%	2%	34	-23%	-3%	-1%	nt
Clc1ccc(CSc2nnc(-c3sccc3-n3cccc3)o2)cc1
 : -29%	1%	-9	-14%	-6%	-14%	5%
CCCNC(=O)C1(C)CCCN(C(=O)c2cc(C(C)(C)C)nn2C)C1 (centres undefined)
 : nt	-7%	36	nt	0%	nt	nt
O=C(Cc1ccccc1)NC(C(=O)O)C(O)c1ccc([N+](=O)[O-])cc1 (centres undefined)
 : -24%	-9%	57	-13%	5%	-1%	-1%
CN(Cc1nccn1C)C(=O)C1CCC(=O)N(Cc2cccc(C(F)(F)F)c2)C1 (centres undefined)
 : 1%	1%	-16	-7%	-6%	0%	2%
CC(=O)c1ccc(OC(C)C(=O)NC2CCCCC2C)cc1 (centres undefined)
 : -4%	-2%	8	-5%	3%	-5%	nt
COc1ccccc1-c1sc2cc3c(cc2c1C#CC1(O)CCCCC1)OCO3
 : -22%	4%	-23	-27%	-3%	5%	nt
Cn1cc(-c2coc3c(C(=O)NCc4cccnc4)cccc23)cn1
 : nt	1%	-10	nt	1%	nt	nt
CCOC(=O)c1cc2c(ccn2C)n1Cc1ccc(C#N)cc1
 : -26%	-2%	1	8%	?	10%	2%
O=C(O)c1cc(N/N=C/c2ccc3c(c2)OCO3)ccc1Cl
 : -31%	-7%	98	-16%	16%	2%	-2%
COc1ccc(-n2c(-c3ccc(Br)cc3)c[n+]3c2CCCCC3)cc1
 : 2%[11.4 µM]	-8%	-87*	-10%	-9%	-10%	-4%
CCOc1ccc2nc(NC(=O)CS(=O)(=O)c3ccccc3)sc2c1
 : -26%	-4%	-10	-13%	-4%	-3%	-3%
O=C1c2ccc3c4c(ccc(c24)C(=O)N1Cc1cccnc1)C(=O)N(Cc1cccnc1)C3=O
 : -33%	nt	nt	0%	nt	-12%	2%
CNS(=O)(=O)c1cn(CC(=O)N2CCN(c3ccccc3OC)CC2)cc1S(=O)(=O)NC
 : nt	5%[15.4 µM]	0	-1%	nt	-5%	nt
CCOc1ncccc1C(=O)N1CCN(c2cc(Cl)ccc2C)CC1
 : 169%[activator]	3%	-19	3%	-6%	-6%	5%
COc1ccccc1N1CCN(C(=O)C2CCN(S(=O)(=O)c3c(C)noc3/C=C/c3ccc(C)cc3)CC2)CC1
 : nt	-1%	2	-4%	nt	4%	nt
CCCNC(=O)[C@H]1N2C(=O)c3c(ccc(OC)c3OC)C2SC1(C)C (some centres undefined)
 : -25%	3%	57	-11%	-15%	?	-3%
Cc1cccc(NC(=O)COC(=O)c2c(-c3ccccc3)noc2C)c1
 : nt	5%	?	nt	-10%	nt	nt
O=C(Cc1ccc(Cl)cc1)Nc1ccc(Cl)cn1
 : -32%	3%	4	-5%	23%	-11%	2%
CC1=C(C)CC2(CC1)C(=O)NC(=O)NC2=O
 : nt	-3%	-16	nt	-3%	nt	nt
COC(=O)C1=C(c2c(C)noc2C)C[C@@H]2CC[C@H]1N2C(=O)NCCOc1ccc(OC)cc1
 : 20%	-4%	-7	-26%	10%	-3%	nt
CNC(=O)C(=O)N1CCC2(CC1)OCCN2S(=O)(=O)c1ccc(C)cc1
 : -13%	2%	-11	-24%	-6%	?	nt
COc1cccc(CNC(=O)C2CCCN(c3nn4c(=O)cc(C)nc4s3)C2)c1OC (centres undefined)
 : -12%	-4%	-13	6%	2%	-8%	3%
CCCCCCC(=O)N(O)C1CC(=O)N(c2ccc(Br)cc2)C1=O (centres undefined)
 : -37%	-33%	36	0.71µM*	5%	12%	?
COc1ccccc1C1CCN(C(=O)C2CCCCC2)CC1
 : 32%	3%	17	9%	8%	-6%	-4%
COCCCNC(=O)CCn1c(=O)c2ccccc2n(CC(=O)Nc2ccccc2C)c1=O
 : -19%	2%	-13	2%	8%	-3%	1%
C=CCc1ccccc1OCCNCc1ccccc1
 : -5%	11%	-36	-4%	-10%	-1%	1%
CC1(C)OC2OC3C(CNCCO)OC(c4ccccc4)OC3C2O1 (centres undefined)
 : nt	-7%	5	nt	-9%	nt	nt
C#CCn1c(S(=O)(=O)Cc2ccc(OC)cc2)nc(-c2ccccc2)c1-c1ccccc1
 : -17%	1%	-39	-19%	-5%	-9%	6%
CC1(Cc2ccccc2OC(F)(F)F)C(=O)Nc2ccc(OC(F)(F)F)cc21 (centres undefined)
 : nt	1%	-76*	nt	0%	nt	nt
Cc1nc2c(-c3ccccc3)c(C)[nH]n2c(=O)c1Cc1ccccc1
 : -23%	-1%	-37	nt	78%[activator]	-1%	-1%
COc1ccc(N(CC(=O)NC2CCCCC2)C(=O)CNC(=O)c2cccs2)cc1
 : 24%	0%	15	2%	6%	-4%	-6%
COc1ccc(CCn2c(=N)c(C(=O)NC3CCCC3)cc3c(=O)n4ccccc4nc32)cc1
 : -25%	0%	-101*	2%	-8%	-10%	0%
Cc1ccc(NC2CC(=O)N(Cc3ccccc3)C2=O)cc1 (centres undefined)
 : -18%	2%	25	41%[activator]	-5%	-12%	1%
CC(O)(c1cccc(F)c1)c1nc(-c2cccc(C(=O)O)c2)cs1 (centres undefined)
 : nt	1%	-11	nt	1%	nt	nt
CCOC(=O)c1c(C)[nH]c(C(=O)C(C)OC(=O)c2oc3ccccc3c2COC)c1C (centres undefined)
 : -11%	6%	nt	-3%	-4%	-8%	-3%
COc1ccc(NC(=O)C2Cc3cc(S(=O)(=O)N4CCCCC4)ccc3N2C(C)=O)cc1Cl (centres undefined)
 : 70%[activator]	-1%	-8	4%	11%	-13%	1%
Cc1[nH]c2ccccc2c1Cc1nnc(SCC(=O)NCc2ccco2)o1
 : -2%	-9%	13	16µM*	-13%	?	2%
CN(C)S(=O)(=O)c1cccc(-c2nnc(SCC(=O)NCCCCCC(=O)O)n2-c2ccc(F)cc2)c1
 : -16%	?	9	15%	27%	0%	0%
O=C(NC1CCCCCC1)c1ccc2c(=O)n3c(nc2c1)CCCCC3
 : 12%	-11%	74	-3%	0%	-8%	-12%
COCc1cc(C)n(CC(=O)Nc2ccc(Cl)cc2Cl)c(=O)c1C#N
 : -4%	34%[activator]	25	0%	2%	2%	0%
CC1(C)CC(=O)C(C=NCCN2CCN(C(=O)NC34CC5CC(CC(C5)C3)C4)CC2)=C(O)C1
 : 148%[activator]	1%	18	35µM*	38%[activator]	-2%	-2%
COc1ccccc1OCCn1c(NC(=O)c2ccccc2)nc2ccccc21
 : nt	4%	-1	61%[activator]	nt	4%	nt
Fc1ccc(-c2noc3ncnc(NCC4CCN(Cc5ccc(Cl)cc5)CC4)c23)cc1
 : nt	-5%	-65*	9%	nt	13%	nt
COc1ccc(CNC(=O)CCc2c(C)nc3c(c2C)c(=O)n(C)c(=O)n3C)cc1
 : nt	2%	-1	-8%	nt	-9%	nt
O=C(COC(=O)c1ccc(Cl)nc1)Nc1ccccc1OC(F)F
 : -13%	-8%	17	-4%	11%	3%	3%
CCCNC(=S)N1CC2(C)CN(C(=O)C(=O)OC)CC(C)(C1)C2=O
 : 2%	0%	-11	7%	-1%	-7%	-1%
Cc1cccn2c(=O)c(C=Nc3ccc(Cl)cc3)c(NCCO)nc12
 : -15%	-6%	-13	-13%	-6%	?	0%

Next part
Fields – AmpC no deterg	TbPYK inhibitor	HCMV inh	Sm TGR block	AMA1 RON2 block	AmpC inh detg	LmPK inhibitor
O=C(/C=C/c1ccccc1)N1CCN(CCN2C(=O)c3cccc4cccc(c34)C2=O)CC1
 : 0%	4%	-35	6%	-1%	-1%	-1%
COC(=O)c1ccc(C)c(NC(=O)c2ccc(Cl)c([N+](=O)[O-])c2)c1
 : -36%	-15%	34	1%	-8%	-6%	0%
CC(=O)N1CCc2c(sc3c2c(=O)n(-c2ccc(C)cc2)c(=O)n3Cc2c(F)cccc2Cl)C1
 : nt	-3%	21	1%	nt	-1%	nt
O=C(O)c1ccccc1NS(=O)(=O)c1ccc(NN=Cc2ccccc2F)c([N+](=O)[O-])c1
 : -30%	-1%	-17	nt	-15%	nt	nt
Cc1cc(C)cc(NC(=O)CN2CCN(c3ncccn3)CC2)c1
 : 54%	-9%	21	-1%	-9%	-10%	0%
Cc1ccc(-n2cc(-c3ccccc3)c3c(N4CCC(C)CC4)ncnc32)cc1Cl
 : nt	2%	?	8%	nt	6%	nt

Two successive records already listed, quoted:
Fields – AmpC no deterg	TbPYK inhibitor	HCMV inh	Sm TGR block	AMA1 RON2 block	AmpC inh detg	LmPK inhibitor
O=C(/C=C/c1ccccc1)N1CCN(CCN2C(=O)c3cccc4cccc(c34)C2=O)CC1
 : 0%	4%	-35	6%	-1%	-1%	-1%
COC(=O)c1ccc(C)c(NC(=O)c2ccc(Cl)c([N+](=O)[O-])c2)c1
 : -36%	-15%	34	1%	-8%	-6%	0%
